# ARNT-TACC3 inh – disrupts binding between human ARNT and TACC3. Q9Y6A5. AlphaScreen His-ARNT PAS-B/GST-TACC3 binding, luminescence; TACC3 fragment carries E629A point mutation. inhibition, % at 9.99 µM. hit rate 0.66% among 390,000;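 active = mean inhibition of replicates at least 50% and at least half of replicates each reaching 50%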;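 also: 0% = complete ARNT plus TACC3 wells and 100% = ARNT alone without TACC3; many hits fall short of the cut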
# Xi reactivation – X-chromosome reactivation activator; XiGFP mouse fibroblasts, % GFP-positive cells imaging, 3 d; cells co-treated with 5-aza-dC sensitizer; scaled so ellipticine positive control = 100%; activation, % at 7.58 µM; hit rate 0.055% among 360,000;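 active = mean normalized replicate activation at least 10% and every replicate at or above 10%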;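 also: 0% = median of on-plate neutral control wells and 100% = ellipticine 6 µM median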
#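 Material: SV40-immortalized XiGFP fibroblast cells, line 68-5-11 | Buffer or medium: DMEM containing 5-aza-dC | Dosing: One concentration, pinned | Times: 3 d treatment, 15 min room-temperature fixation | Controls: Ellipticine 6 µM positive control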
# INS-1E GSIS act – primary screen for activators of insulin secretion dependent on glucose, INS-1E cells, GLuc reporter luminescence; INS-1E GLuc reporter insulin secretion, 2-3 h; activation, % at 16.6 µM; hit rate 0.61% among 370,000;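 active = lowest replicate activation of at least 40%, so every replicate reaches that level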;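 also: 0% = median of neutral control wells and 100% = median of IBMX positive control wells; some compounds called inactive have numbers as strong as hits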
# RAD54 branch – RAD54 (human) branch migration inhibition. Q92698. RAD54 Holliday junction branch migration, FAM/BHQ fluorescence. inhibition, % at 10.4 µM. hit rate 0.14% among 360,000. AID 602329;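 active = mean normalized replicate activity at least 40 and at least half of replicates scoring 40 or more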;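 also: 0% = median of neutral control wells and 100% = median of positive control wells; inhibitors cause a drop in the FAM fluorescence signal; in these data hits start at about 50%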
# ERAP1 inh – ERAP1 (human) enzyme inhibition; Q9NZ08; recombinant ERAP1, Leu-AMC fluorescence, 60 min; inhibition, % at 10.7 µM; hit rate 0.15% among 340,000;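 active = mean replicate inhibition of at least 30%, or all replicates individually reaching that 30% level; inactive = mean below 30% and not every replicate reaching it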;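 also: 0% = neutral control wells and 100% = L-leucinethiol positive control wells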
# RAD52 anneal inh – RAD52 (human) annealing inhibition. P43351. recombinant RAD52 DNA annealing, FRET fluorescence. inhibition, % at 18.7 µM. hit rate 0.46% among 360,000. AID 651710;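 active = every replicate showing at least 50% inhibition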
# Target sequence (P43351 whole entry, looked up): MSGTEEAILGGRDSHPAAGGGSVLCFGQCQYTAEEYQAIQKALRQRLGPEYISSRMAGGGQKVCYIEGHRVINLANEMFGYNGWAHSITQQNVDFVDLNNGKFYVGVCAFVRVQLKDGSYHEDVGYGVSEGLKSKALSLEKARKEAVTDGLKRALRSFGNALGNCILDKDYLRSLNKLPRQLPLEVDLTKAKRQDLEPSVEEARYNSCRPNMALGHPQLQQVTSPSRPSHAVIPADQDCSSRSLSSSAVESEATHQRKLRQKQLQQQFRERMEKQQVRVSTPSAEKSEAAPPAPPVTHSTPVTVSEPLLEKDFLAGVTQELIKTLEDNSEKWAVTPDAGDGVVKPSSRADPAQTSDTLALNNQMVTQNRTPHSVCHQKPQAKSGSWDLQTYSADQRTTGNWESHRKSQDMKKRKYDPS
# F508del corr – CFTR F508del correction in bronchial cells; CFBE cells, YFP halide quenching; stimulated with forskolin plus potentiator P3; % fluorescence drop versus neutral controls; activity (quench increase), % at 7.58 µM; hit rate 0.36% among 350,000;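 active = mean added fluorescence quench of at least 8% versus neutral control, with both replicates also reaching 8%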;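 also: cells transiently co-express mutant CFTR-F508del with the halide-sensitive YFP; corrector assay measuring rescue of mutant channel to the surface after 24 h compound exposure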
# esBAF inh – blocks esBAF chromatin remodeling in mouse ES cells | Bmi1-luciferase knock-in reporter, 24 h; 100% = twice the neutral-well signal | AID 602393 | reporter increase, % at 12.5 µM | hit rate 2% among 350,000; in the data active = activation above about 40%;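 also: 0% = median of the plate's neutral control wells and 100% = double that signal; a rise in the Bmi1 reporter signal indicates esBAF inhibition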
# * marks the source's active call; other numbers are inactive results; x = no result given. Random draw from the library; any-hit rate near 3.3%.
SMILES,ARNT-TACC3 inh,Xi reactivation,INS-1E GSIS act,RAD54 branch,ERAP1 inh,RAD52 anneal inh,F508del corr,esBAF inh
COCC(=O)N1CC(=O)N2[C@@H](CO)[C@@H](c3ccc(Br)cc3)[C@@H]2C1,x,0.3,12,x,3,6,0.2,x
CCn1c(SCC(=O)N2CCCC2)nc2ccccc2c1=O,-3,x,34,3,x,x,x,-4
CN1CCN(C(CNC(=O)c2ccc(Br)o2)c2ccc(F)cc2)CC1 (stereo unspecified),-3,0.2,9,5,-5,-1,-3.0,3
C[C@@H]1CN([C@H](C)CO)C(=O)c2cc(NS(=O)(=O)c3cn(C)cn3)ccc2O[C@@H](C)CCCCO[C@H]1CN(C)CC1CCCCC1,-4,0.2,-7,4,-2,15,-0.3,0
C[C@@H]1CN([C@@H](C)CO)C(=O)c2cc(NC(=O)c3ccncc3)ccc2O[C@@H]1CN(C)Cc1ccc(-c2ccccc2)cc1,12,-0.1,1,8,2,1,1.1,-6
CCC(C)N(C(=O)COc1ccc(NC(C)=O)cc1)C1CCS(=O)(=O)C1 (stereo unspecified),-3,0.2,24,x,-2,0,-1.1,x
Clc1ccc(-c2[nH]ncc2N=Nc2ccccc2)cc1,-4,0.1,17,-6,2,-3,0.0,2
CSc1ccccc1C(=O)N(C)C(c1ccccc1)c1ccccc1,-22,0.2,x,2,-1,-29,1.0,-8
O=C(Nc1ccc2c(c1)OCCO2)C(c1ccnc2ccccc12)N1CCN(c2ccc(C(F)(F)F)cn2)CC1 (stereo unspecified),x,1.2,-8,-1,-2,-10,-0.8,-46
CN1CCN(c2ccccc2NC(=O)c2cccc([N+](=O)[O-])c2)CC1,3,0.0,x,8,-1,9,2.2,-10
CC(C)(C)c1ccc(NC(=O)c2c(F)cccc2Cl)cc1,1,0.0,-10,0,x,-13,0.5,7
O=C(c1cc(COc2cccc(C(F)(F)F)c2)on1)N1CCC(c2ccccc2)CC1,1,0.0,-50,8,0,-3,-1.7,x
CSc1ccc(CCNC(=O)CCc2nnc3ccc(N4CCCCC4)nn23)cc1,1,0.1,-11,-9,-4,-6,3.3,1
C[C@H]1CN([C@@H](C)CO)C(=O)c2cc(NS(=O)(=O)c3ccccc3)ccc2O[C@H]1CN(C)C(=O)Nc1ccc2c(c1)OCO2,0,0.0,15,-17,1,4,-0.6,9
C[C@H]1CN([C@@H](C)CO)C(=O)c2cccc(NC(=O)NC3CCCCC3)c2O[C@@H]1CN(C)C(=O)Nc1ccccc1,x,-1.1,17,13,2,3,-2.8,1
COc1cc([N+](=O)[O-])c2ncsc2c1,-5,0.0,-1,x,2,-11,x,x
O=C(N1CCCCCC1)N1CCN(S(=O)(=O)c2cccc([N+](=O)[O-])c2)CC1,-1,0.0,-16,-2,4,-10,1.4,11
COc1ccc(/C=C(\NC(=O)c2cccs2)C(=O)Nc2ccc(C)cc2)cc1OC,x,0.0,3,1,x,x,x,-3
O=C(Nc1nc(OCC(F)(F)F)cnc1/C=C\c1ccccc1)c1ccccc1,x,0.1,-20,8,-1,-12,3.2,-3
COc1ccc(CN(C)C[C@H]2OCc3cn(nn3)CCCC(=O)N([C@H](C)CO)C[C@@H]2C)cc1,1,-0.3,5,1,0,0,-1.6,-3
Cc1cc(C)n2nc(-c3ccc(Br)cc3)cc2n1,1,0.0,0,-4,1,5,3.6,35
Cc1ccc(C)c(Nc2ncnc3nc[nH]c23)c1,-8,-0.1,-1,10,-7,-12,-1.2,2
COC(=O)c1c(NC(=O)C(=O)N2CCOCC2)sc2c1CCC2,2,0.0,-4,9,-1,-4,-1.9,6
CCOC(=O)C1=C(C)OC(=Cc2ccc(OC)cc2)C1=O,x,0.0,2,-4,2,-23,-2.5,x
Cc1onc(-c2ccccc2)c1-c1csc(N/N=C/c2ccccc2Cl)n1,-3,0.0,x,x,-1,-16,-1.6,-5
CNC[C@@H]1Oc2ccc(NC(=O)Nc3c(C)noc3C)cc2C(=O)N([C@@H](C)CO)C[C@H]1C,2,-0.2,14,-27,1,-1,-0.6,-4
CCCCCn1c(N)c(-c2nc3ccccc3o2)c2c([N+](=O)[O-])nn(CC)c(=O)c21,-11,-0.1,1,x,12,-3,x,x
Cc1nc(NCCOc2ccccc2)sc1C(=O)Nc1ccccc1,-5,0.1,2,x,x,-4,-1.9,x
Cc1ccc(-c2nc3ccc(C)cn3c2Cc2cccc(F)c2)cc1,x,0.0,7,x,-1,26,3.3,x
O=C(OCC(=O)N(C1CCCCC1)C1CCCCC1)c1ccc(O)cc1,-10,0.0,4,4,-2,-13,-5.0,2
CC(=O)N1[C@@H]2Cn3c(ccc(C4=CCCC4)c3=O)[C@H]1[C@@H](C(=O)NC1CCCC1)[C@@H]2CO,x,0.0,-2,x,-3,-13,-0.2,x
C[C@@H]1CN([C@@H](C)CO)C(=O)c2cc(-c3cccc(C#N)c3)cnc2O[C@H]1CN(C)Cc1ccncc1,1,-0.2,8,7,0,3,-2.9,1
O=S(=O)(NC1=NCCCCC1)c1ccc(F)cc1F,-1,0.1,28,-1,0,-3,1.9,-2
CC1CC(C)CN(C(=O)C2CCN(S(=O)(=O)c3ccc4c(c3)CC(C)N4C(=O)C3CC3)CC2)C1 (stereo unspecified),2,-0.1,-23,3,-2,-4,3.5,13
COc1cc(-c2coc3c(C(=O)NC4CCCCC4)cccc23)ccc1O,x,-0.1,-19,2,-1,-5,2.6,0
C[C@@H]1CN([C@H](C)CO)C(=O)Cc2cc(NC(=O)Cc3ccccc3)ccc2O[C@H]1CN(C)S(=O)(=O)c1cccs1,20,-0.2,-1,0,-1,11,0.6,-3
O=C1CSC(c2ccccc2)N1c1ccc(F)cc1F (stereo unspecified),1,0.1,48*,-5,5,0,0.0,-9
O=C(CSCCO)N1CCc2ccccc21,-2,x,23,-13,x,x,x,-3
C[C@@H]1CN([C@H](C)CO)C(=O)c2cccc(NC(=O)Nc3cccc4ccccc34)c2O[C@@H]1CN(C)Cc1ccc(Cl)c(Cl)c1,6,-1.1,-13,6,-2,-13,5.6,3
Cc1ccc(/C=C2\SC(=S)N(CCC(=O)NNC(=O)c3cccc(O)c3)C2=O)cc1,2,-0.1,4,-6,-3,-56,-1.4,27
O=C(NCC1CCCN1S(=O)(=O)c1cccs1)C(=O)Nc1ccccc1 (stereo unspecified),-1,0.0,5,4,1,-52,3.9,20
Cc1sc2ncnc(N3CCC(C(=O)Nc4ccc(OC(F)F)c(Cl)c4)CC3)c2c1C,x,0.2,-6,-3,-1,-21,0.4,0
COc1ccc(CN(C)C2CCN(C)CC2)cc1OC,-5,0.1,12,1,3,1,-2.7,1
CCCCCCC(=O)N1CCC(c2nc3c(nnn3Cc3ccccc3Cl)c(=O)[nH]2)CC1,2,x,-11,1,x,x,x,-5
O=C(COc1ccc(F)cc1)NCCN1CCCC1,-1,0.0,1,-9,2,5,-0.6,-7
CC(C)c1ccc(CC(=O)N2CCC2(C)C(=O)Nc2cnc3ccccc3c2)cc1 (stereo unspecified),x,0.1,-25,-7,-3,-8,-1.6,2
O=C(NCc1ccc(F)cc1)OC1CC2CC1[C@H]1CCCCN1C2=O (stereo partly specified),x,-0.1,21,x,0,-1,1.7,x
CSc1ccc(C(=O)C2CCCN(C(=O)c3ccc(C)nc3)C2)cc1 (stereo unspecified),4,1.3,0,x,0,-8,-1.9,x
COc1ccc(NC(=O)Nc2cccc3c2O[C@H](CN(C)S(=O)(=O)c2cccs2)[C@H](C)CN([C@@H](C)CO)C3=O)cc1,-7,-0.2,-3,-1,-2,-7,-0.7,5
COc1ccc(NS(=O)(=O)c2cc3c(cc2C)NC(=O)CO3)c(OC)c1,-3,-0.1,6,-2,7,2,-3.0,2
C[C@@H]1CN([C@@H](C)CO)C(=O)c2cc(NC(=O)Nc3ccc4c(c3)OCO4)ccc2O[C@@H](C)CCCCO[C@@H]1CN(C)C(=O)Nc1ccc2c(c1)OCO2,6,1.4,41,5,0,-2,-2.5,64*
COc1ccc(Cl)cc1N1C(=O)c2cccnc2C1=O,-1,0.0,7,-14,-22,-16,0.0,-4
Cc1cccc(N2CCN(C(=O)c3cc4cc(F)ccc4[nH]3)CC2)c1C,-1,x,-29,1,-1,-14,x,11
COc1cc(/C=N/NC(=O)C2(O)c3ccccc3-c3ccccc32)ccc1O,16,0.0,-19,-3,-1,-3,-2.6,x
CCn1c(C)cc(O)cc1=O,0,0.2,-4,x,-1,3,-2.3,x
Cc1ccccc1Nc1nc(N)nc(CSc2nc3ccccc3c(=O)n2CCCO)n1,11,x,10,-16,1,-13,x,3
Cc1ccc(Cl)cc1NC(=O)CCC(=O)NCc1ccco1,2,0.0,10,2,-1,-8,-2.5,-6
CCOc1cc(C(=O)Nc2cc(C(=O)OC)ccc2C)ccc1OCC(=O)N1CCOCC1,-8,-0.1,-13,-11,1,-2,1.4,1
CNC(=O)c1[nH]nc2c1CCc1cc(OC)ccc1-2,-4,0.0,0,-8,-2,-12,2.1,29
CO[C@@H]1CN(C)C(=O)c2cc(NC(C)=O)ccc2OC[C@@H](C)N(C(=O)NC2CCCCC2)C[C@H]1C,-5,0.0,-5,4,2,-6,-1.4,2
CC(C)C[C@H]1CNC(=S)N1C[C@H]1CCCN1C[C@H](Cc1ccc(O)cc1)N1C[C@H](Cc2ccc(O)cc2)N(CC2CCCCCC2)C1=S,x,0.0,1,-11,-1,-1,1.9,1

# 9 entries from above, with bars between the fields:
mol | ARNT-TACC3 inh | Xi reactivation | INS-1E GSIS act | RAD54 branch | ERAP1 inh | RAD52 anneal inh | F508del corr | esBAF inh
O=C(N1CCCCCC1)N1CCN(S(=O)(=O)c2cccc([N+](=O)[O-])c2)CC1 | -1 | 0.0 | -16 | -2 | 4 | -10 | 1.4 | 11
COc1ccc(/C=C(\NC(=O)c2cccs2)C(=O)Nc2ccc(C)cc2)cc1OC | x | 0.0 | 3 | 1 | x | x | x | -3
O=C(Nc1nc(OCC(F)(F)F)cnc1/C=C\c1ccccc1)c1ccccc1 | x | 0.1 | -20 | 8 | -1 | -12 | 3.2 | -3
COc1ccc(CN(C)C[C@H]2OCc3cn(nn3)CCCC(=O)N([C@H](C)CO)C[C@@H]2C)cc1 | 1 | -0.3 | 5 | 1 | 0 | 0 | -1.6 | -3
Cc1cc(C)n2nc(-c3ccc(Br)cc3)cc2n1 | 1 | 0.0 | 0 | -4 | 1 | 5 | 3.6 | 35
Cc1ccc(C)c(Nc2ncnc3nc[nH]c23)c1 | -8 | -0.1 | -1 | 10 | -7 | -12 | -1.2 | 2
COC(=O)c1c(NC(=O)C(=O)N2CCOCC2)sc2c1CCC2 | 2 | 0.0 | -4 | 9 | -1 | -4 | -1.9 | 6
CCOC(=O)C1=C(C)OC(=Cc2ccc(OC)cc2)C1=O | x | 0.0 | 2 | -4 | 2 | -23 | -2.5 | x
Cc1onc(-c2ccccc2)c1-c1csc(N/N=C/c2ccccc2Cl)n1 | -3 | 0.0 | x | x | -1 | -16 | -1.6 | -5
